Screening results as filed in PubChem BioAssay.
RGS7-Gao: human RGS7-Galphao interaction regulation; P09471; Multiplexed bead flow cytometry, RGS7-Galphao binding; actives lie on both sides; binding response (% of control), % at 10 µM; 220,000 tested, 0.35% active; in the data active = binding response below about 49% or above about 150%; inconclusive = no clear call, values can overlap the other calls; inactive = in between;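 also: fluorescent Galphao held in activated GDP-AlF4 state binding bead-coupled RGS7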
Mcl1 Noxa PPI: Mcl-1/Noxa interaction inhibition; Q07820; TR-FRET Mcl-1/Noxa peptide binding, 2 h; inhibition, % at 21.7 µM; 220,000 tested, 1.5% active; AID 1022;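 active = compounds that cut the protein-peptide binding signal by more than 50% relative to plate controls in a single-dose test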;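 also: His-tagged Mcl-1 with rhodamine Noxa BH3 peptide and terbium anti-His antibody; 0% = Mcl-1 plus Noxa peptide wells and 100% = peptide-only wells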
Target sequence (Q07820 whole entry, looked up): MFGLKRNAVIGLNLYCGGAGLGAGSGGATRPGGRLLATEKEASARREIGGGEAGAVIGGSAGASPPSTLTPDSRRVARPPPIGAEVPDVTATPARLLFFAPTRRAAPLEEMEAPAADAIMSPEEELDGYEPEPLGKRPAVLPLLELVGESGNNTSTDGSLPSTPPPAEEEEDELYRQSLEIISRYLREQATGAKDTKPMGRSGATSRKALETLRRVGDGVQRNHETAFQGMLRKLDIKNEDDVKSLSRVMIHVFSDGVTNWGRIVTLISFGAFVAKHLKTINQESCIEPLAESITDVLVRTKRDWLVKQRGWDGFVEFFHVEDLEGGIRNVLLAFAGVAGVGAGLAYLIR
Pf gamet viab: kills late stage P. falciparum gametocytes; inhibition, % at 10.9 µM; 150,000 tested, 0.065% active; P. falciparum stage V gametocytes, ATP luminescence, 24 h;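 active = inhibition above the mean plus 3 SD of compounds within the control limits, set per campaign, cut at about 38% in these data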;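 also: 0% = DMSO wells and 100% = medium only without gametocytes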
Mcl-1 Bim block: human Bim-Mcl-1 interaction inhibition. Q07820. Bead-based flow cytometry, Bim peptide-Mcl-1 binding. inhibition, % at 10 µM. 190,000 tested, 0.1% active. AID 1009; in the data active = inhibition above about 40%;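 also: 0% = no compound tracer wells and 100% = peptide blocker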
Mcl1-Bid inh: Mcl-1/Bid interaction inhibition | Q07820 | TR-FRET Mcl-1/Bid-Dy647 peptide binding, 1536-well | inhibition, % at 21.7 µM | 220,000 tested, 0.97% active | AID 1021;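 active = compounds that cut the binding signal by more than half at the single screening dose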;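 also: His-tagged Mcl-1 with europium anti-His antibody binding Bid BH3 peptide; 0% = Mcl-1 plus peptide wells and 100% = peptide-only wells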
ABCG2 inh: inhibitors of human ABCG2 transporter, ABCB1 counter-screen; Q9UNQ0; IgMXP3 cells, JC-1 efflux, flow cytometry; inhibition, % at 6.6 µM; 190,000 tested, 0.1% active;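 active = inhibition above 80%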;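 also: 0% = DMSO and 100% = nicardipine control wells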
Target sequence (Q9UNQ0 whole entry, looked up): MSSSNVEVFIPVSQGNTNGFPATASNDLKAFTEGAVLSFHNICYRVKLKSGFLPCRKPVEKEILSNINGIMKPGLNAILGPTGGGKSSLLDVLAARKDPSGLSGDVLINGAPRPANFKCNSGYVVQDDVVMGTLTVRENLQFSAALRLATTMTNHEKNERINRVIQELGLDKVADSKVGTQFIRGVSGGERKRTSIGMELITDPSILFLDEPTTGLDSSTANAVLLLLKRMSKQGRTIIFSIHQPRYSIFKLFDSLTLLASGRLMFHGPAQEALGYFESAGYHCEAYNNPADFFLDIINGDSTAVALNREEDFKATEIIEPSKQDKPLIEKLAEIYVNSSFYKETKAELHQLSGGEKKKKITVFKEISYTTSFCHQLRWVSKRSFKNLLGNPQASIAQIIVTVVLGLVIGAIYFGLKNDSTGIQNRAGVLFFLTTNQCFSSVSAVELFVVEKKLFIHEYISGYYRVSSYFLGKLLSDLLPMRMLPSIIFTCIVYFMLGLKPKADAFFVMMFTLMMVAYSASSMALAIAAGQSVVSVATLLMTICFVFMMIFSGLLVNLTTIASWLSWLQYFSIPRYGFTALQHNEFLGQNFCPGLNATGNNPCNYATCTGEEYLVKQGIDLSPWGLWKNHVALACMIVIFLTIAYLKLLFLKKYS
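Assay system – ABCG2 IgMXP3 and barcoded ABCB1 CCRF-Adr cell mix · Input – 3 million cells/mL in well · Reagent – JC-1 fluorescent substrate · Compound – single test compound dose, 6.6 µM final · Timing – 10 min exposure at 25 °C with rotation, no wash · Detection – flow cytometry of retained JC-1 fluorescence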
RGS8-Gao: modulates binding of RGS8 to human Galphao; multiplexed bead flow cytometry; actives lie on both sides; 220,000 tested, 0.34% active; response (percent of control binding), % at 10 µM; P09471; in the data active = response below about 60% or above about 140%; inactive = in between;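 also: Galphao activated as the GDP aluminium fluoride complex binding bead-coupled RGS8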
Avidin bead fluor: avidin bead compound fluorescence profile; Avidin beads, compound fluorescence 488/530 nm, flow cytometry; hits give high values; 220,000 tested, 0.38% active; AID 1775; fluorescence (KMESF) at 10 µM; in the data active = fluorescence above about 47; also: inactives centre near 10
RGS4-Gao reg: human RGS4-Galphao interaction regulation. Multiplexed bead flow cytometry, RGS4-Galphao binding; actives lie on both sides. P09471. binding response (% of control), % at 10 µM. AID 1415. 220,000 tested, 0.33% active; in the data active = binding response below about 49% or above about 150%; inactive = in between;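 also: fluorescent Galphao activated with aluminum fluoride binding bead-coupled RGS4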
ABCB1 block: human ABCB1 inhibition, ABCG2 as counter-screen; P08183; CCRF-Adr cells, JC-1 efflux, flow cytometry; inhibition, % at 6.6 µM; 190,000 tested, 0.067% active; AID 1326; in the data active = inhibition above about 40%;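 also: 0% = vehicle and 100% = reference inhibitor; higher value means more JC-1 retained so stronger ABCB1 efflux block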
GSH bead fluor: GSH bead compound fluorescence profile. fluorescence (KMESF) at 10 µM. GSH beads flow cytometry, compound fluorescence 488/530 nm; hits give high values. 190,000 tested, 0.25% active; in the data active = fluorescence above about 89;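 also: glutathione beads carrying GST-tagged Bcl family fusion proteins plus one bare bead set; values are compound well signal with DMSO vehicle wells as background; inactives centre near 16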
* = called active by the depositor; ? = inconclusive; / = no result given. Compounds were not picked by outcome, and some 3.3% of all compounds hit somewhere here.

Each structure is followed by: RGS7-Gao	Mcl1 Noxa PPI	Pf gamet viab	Mcl-1 Bim block	Mcl1-Bid inh	ABCG2 inh	RGS8-Gao	Avidin bead fluor	RGS4-Gao reg	ABCB1 block	GSH bead fluor
CC(C)NC(=O)NC(=O)CSc1ncccn1
    ?	3	3	-2	-13	9	103	10	101	0.5	16
O=C(Cc1coc2cc3c(cc12)CCC3)NCC1(N2CCCCC2)CCCCC1
    114	3	/	-5	-30	4	117	5	113	2.3	17
CC(NC(=O)c1ccc2c(c1)OCO2)C(c1cccs1)N1CCOCC1 (stereo unspecified)
    101	-3	/	-3	5	39	106	22	104	3.2	11
C=CCN(C(=O)CNS(=O)(=O)c1ccccc1)C(C(=O)NCCOC)c1ccncc1 (stereo unspecified)
    97	-6	4	-2	-48	-2	104	10	99	0.0	14
COC(=O)c1ccc(CNC(=O)COC(=O)c2cc(Cl)nc(Cl)c2)cc1
    103	17	6	0	-15	2	100	20	98	0.1	9
Cc1c(C(=O)N2CC3(CC(c4cccc(NC(=O)[C@H]5CCC(=O)N5)c4)=NO3)C[C@@H]2C(N)=O)cc([N+](=O)[O-])cc1[N+](=O)[O-] (stereo partly specified)
    ?	-4	-1	/	-12	/	102	8	103	/	/
O=C(Cc1ccccc1F)Nc1nc2ccccc2[nH]1
    ?	15	-4	-2	-20	-1	102	8	101	0.0	18
Cc1onc(-c2ccccc2)c1C(=O)N/N=C/c1c[nH]c2ccccc12
    96	-3	6	0	-39	1	100	10	99	-0.1	11
CCC(=O)N(c1ccc(F)cc1)C1C=CS(=O)(=O)C1 (stereo unspecified)
    98	9	/	3	-22	0	100	8	103	0.0	5
O=c1[nH]c(C2CCCN(S(=O)(=O)c3ccccc3)C2)nc2c1nnn2Cc1ccccc1 (stereo unspecified)
    102	8	/	2	11	15	99	30	103	1.5	24
CC(=O)Nc1c(C(=O)O)oc2ccccc12
    94	14	-22	0	8	0	97	4	95	-0.1	40
NC(=S)N/N=C/c1ccc(-c2cc(Cl)cc(Cl)c2)o1
    98	33	/	-1	-8	2	100	27	105	-0.1	16
O=C1CC(N2CCC(O)CC2)C(=O)N1c1ccc(Br)cc1 (stereo unspecified)
    102	16	15	-2	-3	0	100	10	100	0.1	18
OCCN(CCO)CC(O)COCCC12CC3CC(CC(C3)C1)C2 (stereo unspecified)
    98	/	3	-5	25	2	98	11	99	0.4	31
CCOC(=O)C(C)Sc1ncc(OC)c(Sc2ccc(Cl)cc2)n1 (stereo unspecified)
    110	-7	-30	-4	-10	0	108	6	109	0.1	27
OCCOCCOCCn1c2ccccc2c2ccccc21
    106	9	/	-1	-6	2	104	7	105	0.5	16
CN(Cc1ccccc1)C(=O)NC1CCCCC1
    102	-10	0	/	-6	2	97	4	100	0.2	47
CN(Cc1ccccc1)Cc1nc2c([nH]1)c(=O)n(C)c(=O)n2C
    96	10	5	-5	-22	33	101	39	103	1.1	20
O=[N+]([O-])c1ccccc1OCCCN1CCOCC1
    98	18	/	2	-31	2	107	15	104	3.8	17
COc1ccc(OC)c2sc(NNC(=O)COc3ccccc3)nc12
    102	5	9	1	-35	-1	101	22	100	-0.5	11
Cc1nc2sc(C(c3ccc(Cl)cc3)N3CCN(CCO)CC3)c(O)n2n1 (stereo unspecified)
    ?	12	/	/	-48	/	107	8	112	/	/
C/C(=N\Nc1ccc(S(=O)(=O)Nc2ccccc2)cc1[N+](=O)[O-])c1ccc(N2CCOCC2)cc1
    ?	0	2	1	-7	6	100	11	99	-0.2	16
Cc1ccc(S(=O)(=O)Nc2cccc(CP(=O)(c3ccccc3)c3ccccc3)c2)cc1
    ?	-9	-26	/	-11	/	98	6	96	/	/
O=c1oc2ccccc2n1CSC1=NCCS1
    98	9	-8	0	0	3	100	7	97	0.8	51
O=C(CN1CCN(Cc2ccccc2)CC1)N1CCCCCC1
    100	25	19	-2	11	-1	106	11	99	0.0	16
CCOC(=O)C1CCCN(CC(=O)Nc2c(C(=O)OC)[nH]c3ccc(Br)cc23)C1 (stereo unspecified)
    106	-6	/	2	-44	1	107	5	113	0.1	25
COc1ccc(C2CN=NC23CCc2ccccc2C3=O)cc1 (stereo unspecified)
    ?	1	2	/	-25	/	98	3	102	/	/
Cc1nn(-c2ccccc2)cc1C(=S)Nc1ccccc1
    100	0	-2	-3	-9	3	107	5	100	-0.1	25
CCCCn1c(SCC(=O)NC2CC(C)(C)NC(C)(C)C2)nc2cc(S(N)(=O)=O)ccc21
    ?	2	6	/	-47	/	104	5	101	/	/
O=c1c2nnn(-c3ccc(Cl)cc3)c2ncn1Cc1ccccn1
    98	4	12	0	-22	7	101	3	103	1.9	11

Retrieved by compound from the list above (2):
Each structure is followed by: RGS7-Gao	Mcl1 Noxa PPI	Pf gamet viab	Mcl-1 Bim block	Mcl1-Bid inh	ABCG2 inh	RGS8-Gao	Avidin bead fluor	RGS4-Gao reg	ABCB1 block	GSH bead fluor
Cc1ccc(S(=O)(=O)Nc2cccc(CP(=O)(c3ccccc3)c3ccccc3)c2)cc1
    ?	-9	-26	/	-11	/	98	6	96	/	/
O=c1oc2ccccc2n1CSC1=NCCS1
    98	9	-8	0	0	3	100	7	97	0.8	51

Further records
Each structure is followed by: RGS7-Gao	Mcl1 Noxa PPI	Pf gamet viab	Mcl-1 Bim block	Mcl1-Bid inh	ABCG2 inh	RGS8-Gao	Avidin bead fluor	RGS4-Gao reg	ABCB1 block	GSH bead fluor
O=C(N/N=C/c1ccc(O)cc1)c1csc2c1CCCC2
    101	22	15	-3	-24	56	101	25	100	-0.5	11
O=C(O)C(CO)N=Cc1c(O)c2ccccc2oc1=O (stereo unspecified)
    101	25	3	0	26	0	101	23	101	-0.1	10
COC(=O)c1ccc(C(=O)OCc2nc3cc4ccccc4cc3[nH]2)cc1
    98	26	/	-2	7	1	100	20	99	0.1	17
CCOC(=O)/C(=C\C=C\c1ccccc1)NC(=O)c1ccccc1
    99	-1	-7	13	-10	32	99	9	99	1.3	17
CS(=O)(=O)c1ccc2nc(N)sc2c1
    96	4	/	-3	-8	8	98	12	99	0.5	29
NC(=O)C[C@@H]1N[C@]2(C(=O)Nc3ccccc32)[C@@H]2C(=O)N(c3cc(C(F)(F)F)ccc3Cl)C(=O)[C@H]12
    98	-11	-18	2	-34	2	102	15	101	0.6	8
CC1CCC2(CC1)NC(=O)N(CC(=O)N1CCc3ccccc3C1)C2=O (stereo unspecified)
    101	3	-41	-3	1	0	99	10	99	0.1	10
COC(=O)C1CCC(C)(C(=O)Nc2ccccc2)C1(C)C (stereo unspecified)
    99	20	/	0	-12	1	98	17	94	0.7	5
O=C1NCCCc2c1oc1ccc(O)cc21
    101	13	-35	0	-34	3	105	8	100	0.4	11
CCNc1nc(NCC)nc(SCCOC(=O)COc2ccc(Cl)cc2Cl)n1
    106	9	10	0	-4	4	103	7	105	0.5	14
O=C(COn1nnc2ccc(Cl)cc21)Nc1ccc(F)cc1
    100	-2	1	-3	-4	13	98	13	97	-0.6	11
OCCSc1nnc(Nc2ccccc2)s1
    102	10	/	-1	-6	27	102	14	101	2.7	33
CCOc1ccc(NC(=O)CN(c2ccc([N+](=O)[O-])cc2)S(=O)(=O)c2ccccc2)cc1
    101	21	-3	-4	-16	2	103	3	102	0.3	7
COCCOC(=O)c1c(C)n(C)c2ccc(OC(=O)N3CCOCC3)cc12
    102	-31	/	2	-27	1	100	14	90	0.2	9
CC(C)C(NS(=O)(=O)c1cccc2nsnc12)C(=O)Nc1nccs1 (stereo unspecified)
    ?	4	3	/	-22	/	99	5	102	/	/
COc1ccccc1-n1ccnc1SCC(=O)NC1CCCC1
    93	12	12	2	1	3	99	8	95	0.4	13
CCOC(=O)N1CCN(S(=O)(=O)c2c(C)cc(C)cc2C)CC1
    97	6	-13	-3	-2	8	100	11	98	1.4	31
CCOC(=O)CN1CC23C=CC(O2)C(C(=O)N2CCN(c4ccc(F)cc4)CC2)C3C1=O (stereo unspecified)
    100	8	/	2	-34	-4	101	8	104	-3.0	19
Cc1nccn1CCC(=O)O
    96	14	0	0	22	2	97	36	97	0.2	27
O=C(Nc1ccc(Cl)c(Cl)c1)N1CC=C(c2ccccc2)CC1
    107	-7	/	0	-10	3	102	14	105	0.8	26
COc1cccc(/C=N/Nc2nn3cnnc3c3ccccc23)c1O
    91	53*	/	16	-73	2	96	6	94	0.4	38
Cc1ccc2c(C(=O)CCl)c(C)[nH]c2c1
    ?	-3	3	/	-59	/	101	9	99	/	/
CC(=O)Nc1ccc(NC(=O)CSc2nnc3ccc(-c4ccc(F)cc4)nn23)cc1
    100	17	1	0	-20	-6	101	10	97	-1.1	14
COc1ccc(CCC(=O)N/N=C\c2cccs2)cc1
    98	9	-23	-5	-25	4	99	7	96	0.8	13
CNC(=O)CN(C1CCCCC1)S(=O)(=O)c1ccc(OC)c(Cl)c1
    100	-9	-3	0	98*	3	102	10	104	1.0	8
COc1ccc(NC(=O)c2csc(Cc3ccccc3)n2)cc1
    108	7	/	3	10	/	104	5	109	/	18
FC(F)(F)c1cccc(N2CCN(c3ccc4nnc(-c5ccccc5)n4n3)CC2)c1
    99	3	10	-3	-24	30	98	18	98	0.4	35
Cn1ncc(Br)c1N1C(=O)CCC1=O
    ?	-3	-6	/	-23	/	99	7	97	/	/
CCC(C)NS(=O)(=O)c1ccc(NS(=O)(=O)c2ccc(F)cc2)cc1 (stereo unspecified)
    101	13	/	-3	3	1	104	16	102	0.3	14
CC(=O)N(C1CC(C)C(C#N)(C#N)C1(C#N)C#N)N(C)C (stereo unspecified)
    ?	20	/	0	-8	0	91	10	95	0.4	11
CN(C(=O)c1cccc(Nc2ccc(-c3ccc4c(c3)OCCO4)nn2)c1)C1CCCCC1
    100	-14	/	0	0	12	90	3	100	1.7	19
Cc1cc(C)n(-c2nc3ccccc3nc2N2CCN(S(=O)(=O)c3ccc4ccccc4c3)CC2)n1
    100	-8	/	7	1	3	90	7	95	2.5	54
Cc1cccc(C(C)(C)C)c1OCCCCN1CCCC1
    109	-1	/	-1	40	2	106	/	108	0.9	11
COc1ccccc1CNc1cc(CSc2ccc(Cl)cc2)nc(C)n1
    100	13	17	-1	-2	4	103	8	101	0.7	10
CCOC(=O)CSc1nccc(N(C)C)c1C#N
    101	-6	0	-1	-43	2	103	7	103	0.3	281*
CC(C)Cn1c(N)c(C(=O)COC(=O)CCc2nc3ccccc3s2)c(=O)n(C)c1=O
    93	12	9	-1	0	6	99	11	99	1.2	11
Nc1cccc(-n2nnnc2CN2CCOCC2)c1
    108	13	18	-4	-14	11	106	15	104	0.7	15
O=C1CC2(CCCC2)CC(=O)N1CCCCN1CCN(c2ncccn2)CC1
    93	8	/	-2	2	2	90	8	94	1.5	22
COCc1nc2ccccc2n1CCOc1ccccc1OC
    94	-5	/	0	-6	7	94	35	92	2.1	18
